Source: PubChem
AHR act: human AHR activation; P35869; AHR-responsive luciferase reporter cells, luminescence; activation, % at 5 µM; 320,000 tested, 2.5% active; AID 2796; in the data active = activation above about 47%;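 note: 0% = vehicle wells and 100% = reference agonist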
proCasp3 act: procaspase-3 (human) activation; P42574; recombinant procaspase-3 D3A, Ac-DEVD-pNA absorbance 405 nm; activation, % at 8.5 µM; 330,000 tested, 0.11% active;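 active = activation above the mean of all tested compounds plus 3 SD, cut at about 21% in these data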;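 note: 0% = DMSO alone and 100% = DMSO wells spiked with extra 5 µM PC-3 D3A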
Target sequence (P42574 whole entry D9A/D28A/D175A): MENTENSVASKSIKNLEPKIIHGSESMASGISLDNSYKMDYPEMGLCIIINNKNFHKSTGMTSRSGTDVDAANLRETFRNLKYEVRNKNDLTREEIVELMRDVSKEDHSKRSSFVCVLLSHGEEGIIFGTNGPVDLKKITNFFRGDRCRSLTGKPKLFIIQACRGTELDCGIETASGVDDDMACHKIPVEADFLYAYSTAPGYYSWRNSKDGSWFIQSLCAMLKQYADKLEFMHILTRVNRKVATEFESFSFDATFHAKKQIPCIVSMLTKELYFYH
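Assay system – Procaspase-3 D3A mutant · Benchmarks – DMSO low control, extra-enzyme high control · Technique – 405 nm absorbance of p-nitroaniline, reads at 0 and 120 min · Doses – 8.5 µM nominal · Measure – % activation between DMSO and enzyme-spiked controls · Also added – Ac-DEVD-pNA chromogenic peptide substrate · Schedule – 1 h compound preincubation, 2 h substrate hydrolysis at 25 °C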
PAFAH2 inh: inhibitors of human PAFAH2 | Q99487 | recombinant PAFAH2, FP-rhodamine activity probe, fluorescence polarization | inhibition, % at 3.39 µM | 340,000 tested, 0.99% active;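 active = inhibition above the mean over all tested compounds plus 3 SD, cut at about 30% in these data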;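 note: inhibitors block probe labeling of enzyme so polarization drops; 0% = enzyme with DMSO and 100% = wells lacking PAFAH2 protein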
procasp7 counter: activates human procaspase-7, counter-screen for procaspase-3 activators; P55210; recombinant procaspase-7, Ac-DEVD-pNA absorbance 405 nm; D23A/D198A/D206A triple mutant, cannot self-cleave; scale: DMSO 0, 5 µM enzyme 100; activation, % at 8.5 µM; 330,000 tested, 0.093% active; AID 463210;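 active = percent activation above the screen-wide mean plus 3 SD, cut at about 25% in these data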
Target sequence (P55210 whole entry D23A/D198A/D206A): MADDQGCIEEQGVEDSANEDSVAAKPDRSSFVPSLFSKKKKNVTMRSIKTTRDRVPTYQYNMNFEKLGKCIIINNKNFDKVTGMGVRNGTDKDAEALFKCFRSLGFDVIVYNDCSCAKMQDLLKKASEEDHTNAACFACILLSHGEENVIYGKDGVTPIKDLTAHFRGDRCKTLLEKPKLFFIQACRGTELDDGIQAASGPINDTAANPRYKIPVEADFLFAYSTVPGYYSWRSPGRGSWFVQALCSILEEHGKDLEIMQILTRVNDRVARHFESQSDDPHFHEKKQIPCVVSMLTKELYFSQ
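Detection: p-Nitroaniline absorbance at 405 nm, read at 0 and 120 min; system: Uncleavable procaspase-7 mutant enzyme; evaluation: % activation from two-timepoint absorbance difference, scaled to controls; times: 1 h enzyme–compound preincubation and 2 h substrate reaction, both 25 °C; buffer or medium: Zinc-free HEPES pH 7.4 with 300 mM NaCl, 0.01% Triton X-100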
CTSL1 counter: cathepsin L1 inhibition, PFM18AAP counter-screen; recombinant F. hepatica cathepsin L1, Z-Leu-Arg-MCA fluorescence; 300,000 tested, 0.49% active; inhibition, % at 5.96 µM;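 active = inhibition above the mean of all tested compounds plus 3 SD, set per screening campaign, cut at about 17% in these data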;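 note: 0% = plate median of test compound wells and 100% = 1 µM Z-Phe-Ala-diazomethylketone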
PP5 primary: PP5 (human) phosphatase inhibition; 320,000 tested, 0.18% active; P53041; purified PP5c, OMFP substrate fluorescence; AID 1987; inhibition, % at 6.7 µM;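 active = inhibition above the campaign's mean inhibition across all tested compounds plus 3 SD, cut at about 9.5% in these data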;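 note: 0% = DMSO only and 100% = 100 µM cantharidin control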
TPT1 inh: blocks Candida albicans tRNA 2'-phosphotransferase; recombinant caTPT1, FP RNA substrate dephosphorylation; inhibition, % at 5 µM; 300,000 tested, 0.81% active; AID 1962;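 active = inhibition above the mean of all tested compounds plus 3 SD, set per screening campaign, cut at about 24% in these data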;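 note: plate controls were DMSO alone for no effect and ferristatin control at 100 nM for full effect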
PP1 counter: PP1-alpha (human) inhibition in PP5 counter-screen; purified PP1alpha, OMFP fluorescence; inhibition, % at 6.7 µM; P62136; 320,000 tested, 0.9% active;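 active = inhibition above the mean inhibition of all tested compounds plus 3 SD, computed separately for each screening campaign, cut at about 15% in these data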
Target sequence (P62136 whole entry, looked up): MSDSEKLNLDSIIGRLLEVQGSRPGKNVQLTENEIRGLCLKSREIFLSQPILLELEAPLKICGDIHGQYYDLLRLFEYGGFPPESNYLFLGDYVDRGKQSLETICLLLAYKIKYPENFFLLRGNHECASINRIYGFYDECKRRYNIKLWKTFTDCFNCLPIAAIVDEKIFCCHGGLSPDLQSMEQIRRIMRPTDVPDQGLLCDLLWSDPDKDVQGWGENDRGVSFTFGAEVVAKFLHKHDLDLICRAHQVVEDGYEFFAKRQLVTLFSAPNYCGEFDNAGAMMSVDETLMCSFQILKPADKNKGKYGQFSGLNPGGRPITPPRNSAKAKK
core dimer inh: HCV core protein dimerization inhibition; TR-FRET GST/Flag-core106 dimerization, 1536-well; inhibition, % at 5 µM; 300,000 tested, 0.33% active; AID 1899;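 active = inhibition above the mean of all tested compounds plus 3 SD, set per screening campaign, cut at about 45% in these data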
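Test system: GST/Flag-tagged HCV core106 proteins; Medium: KF-containing HEPES buffer, pH 7.45, DTT, CHAPS, BSA; Times: compound-protein-antibody incubation 4 h at 22.5 °C; Detection: TR-FRET 671 and 617 nm emission; Benchmarks: wells lacking GST-core106 and wells with excess unlabelled core106.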
An asterisk follows results filed as active; x = no result given.

Start of the data: the first 2 compounds as a preview:
SMILES	AHR act	proCasp3 act	PAFAH2 inh	procasp7 counter	CTSL1 counter	PP5 primary	TPT1 inh	PP1 counter	core dimer inh
On1c(-c2ccc(Cl)cc2Cl)nc2ncccc21	2	4	8	5	0	-0.7	1	-1	0
Cc1c(C(=O)N2CCCC2)c(S(=O)(=O)Nc2ccccc2Cl)c(C)n1C	0	-2	11	-4	-3	1.8	0	4	1

The whole of this part, from the start:
SMILES	AHR act	proCasp3 act	PAFAH2 inh	procasp7 counter	CTSL1 counter	PP5 primary	TPT1 inh	PP1 counter	core dimer inh
On1c(-c2ccc(Cl)cc2Cl)nc2ncccc21	2	4	8	5	0	-0.7	1	-1	0
Cc1c(C(=O)N2CCCC2)c(S(=O)(=O)Nc2ccccc2Cl)c(C)n1C	0	-2	11	-4	-3	1.8	0	4	1
Cc1ccc(/C=N/NC(=O)c2nnn(-c3nonc3N)c2CN(C)C2CCCCC2)cc1	26	1	-5	-3	-2	1.7	3	0	-8
O=C1c2ccccc2-c2nnc(-c3ccccc3)cc21	21	2	10	2	2	5.3	0	3	6
COc1ccc(-n2c(=O)cc(N3CC(C)OC(C)C3)[nH]c2=O)cc1 (configuration not stated)	-2	-1	1	-6	1	1.8	4	-2	2
CCSc1nnc(-c2ccc(Cl)cc2Cl)o1	6	6	-5	1	2	5.7	2	-10	5
Cc1ccc(S(=O)(=O)N(CCCO)Cc2cc3c(C)ccc(C)c3[nH]c2=O)cc1	2	-1	-6	-12	0	1.8	1	-1	2
CC(=O)N(Cc1cccnc1)c1cccc(-c2nc3ccccc3s2)c1	-2	9	-3	3	0	1.9	-2	-5	3
COC(=O)c1cc(CSc2nc3ccccc3[nH]2)oc1C	-3	0	-1	-17	1	6.2	1	2	0
O=C(COc1ccc(-c2nnco2)cc1)Nc1c(F)cccc1F	-8	-3	-3	2	-2	-1.0	-4	-8	2
O=C(Cn1cnc2ccccc2c1=O)NCCC(=O)N1CCN(c2ccccc2)CC1	-1	4	4	6	-1	-3.3	-1	-4	3
O=C(Nc1ccc(C(=O)O)cc1)Nc1cccc2ccccc12	4	2	0	3	-3	2.7	-1	-5	10
Cc1cc(C)nc(SCC(=O)N/N=C/c2cccc([N+](=O)[O-])c2)n1	13	8	-8	2	0	0.6	-4	1	-5
CCN(CC)c1ccc(/C=N/Nc2nn[nH]n2)cc1	3	4	2	-2	14	-0.2	1	-1	-19
Cc1ccc(CC(=O)NCCS(=O)c2ccc(C)cc2)cc1 (configuration not stated)	1	2	7	10	3	3.1	1	-4	2
CC(C)c1ccc(S(=O)(=O)N2CCC3(CC2)OCCO3)cc1	-4	4	4	-7	2	2.4	-1	-5	2
CC(C)(C)NC(=O)NC(=O)CN1CCN(C(c2ccccc2)c2ccccc2)CC1	0	6	1	4	5	1.2	-2	2	0
CCOC(=O)C1(Cc2ccccc2)CCN(Cc2cn[nH]c2-c2ccccc2)CC1	8	-5	7	8	-1	1.0	3	-1	2
CC(=O)Nc1ccc(Sc2ccccc2C(=O)O)cc1	-3	9	5	6	-2	1.0	-1	-1	-7
CCOC(=O)Cc1nc(-c2ccc(Cl)cc2)n[nH]1	2	1	-4	2	2	0.8	-4	-1	1

Record cards (already shown). Screens in order: AHR act	proCasp3 act	PAFAH2 inh	procasp7 counter	CTSL1 counter	PP5 primary	TPT1 inh	PP1 counter	core dimer inh
`O=C(Nc1ccc(C(=O)O)cc1)Nc1cccc2ccccc12` is entered as 4	2	0	3	-3	2.7	-1	-5	10
`O=C1c2ccccc2-c2nnc(-c3ccccc3)cc21` is entered as 21	2	10	2	2	5.3	0	3	6
`Cc1ccc(S(=O)(=O)N(CCCO)Cc2cc3c(C)ccc(C)c3[nH]c2=O)cc1` is entered as 2	-1	-6	-12	0	1.8	1	-1	2

More entries
SMILES	AHR act	proCasp3 act	PAFAH2 inh	procasp7 counter	CTSL1 counter	PP5 primary	TPT1 inh	PP1 counter	core dimer inh
Cc1ccc2ncccc2c1NC(=S)NC(=O)c1ccccc1	86*	3	3	0	-3	0.0	-4	0	-13
O=C(OCc1nc2ccccc2s1)c1ccc(Br)o1	5	5	1	-1	0	0.5	1	-1	4
COc1ccc(S(=O)(=O)NCC2CCC(C(=O)NCC(OC)OC)CC2)cc1 (configuration not stated)	2	3	1	0	-1	1.5	-2	-3	-2
CC1CCc2c(sc3nc(C4CC4)nc(N4CCN(C(=O)c5ccco5)CC4)c23)C1 (configuration not stated)	0	0	-4	-4	0	3.5	0	1	3
CC(OC(=O)c1cccc(S(=O)(=O)N2CCN(C)CC2)c1)C(=O)Nc1ccc(C(N)=O)cc1 (configuration not stated)	-1	12	11	7	x	-1.7	x	-3	x
CCOC(=O)c1[nH]cnc1C(=O)Nc1ccccc1OC	7	-6	0	12	-3	1.5	1	-1	2
CSc1nc2ccccc2cc1/C=C(\C#N)c1ccccc1	19	-6	-7	5	2	2.1	-7	0	2
Cc1ccccc1N1Cc2ccccc2C1	31	5	-2	3	-4	-0.3	-2	-4	4
CC(C)COc1ccc(CNC(=S)N/N=C/c2ccc([N+](=O)[O-])cc2)cc1	2	-7	1	-11	3	0.9	0	-2	6
O=c1c2cc(N3CCOCC3)ccc2[nH]c(=S)n1CCCN1CCCC1	4	-2	2	-10	3	3.2	1	-1	0
c1ccc(-c2onc(-c3ccco3)c2-c2ccc3[nH]ccc3c2)cc1	6	-12	-10	1	0	5.1	2	-3	5
O=S(=O)(c1cccc2nonc12)N1CCN(c2ccc(F)cc2)CC1	3	3	-1	6	1	2.9	2	-5	4
COc1ccc(C(=NNc2ccccc2C(=O)O)c2ccc(OC)cc2)cc1	-1	-3	19	-5	3	1.1	-4	7	16
COc1ccccc1C1C(C(=O)c2cc3ccccc3o2)=C(O)C(=O)N1CCN1CCOCC1 (configuration not stated)	12	-10	-4	-20	0	1.7	0	0	4
CNc1nc(C)nc(-c2ccccc2O)n1	5	5	-2	-4	-2	2.5	-2	2	3
CN(CC(=O)Nc1ccccc1Cl)C(=O)CN1C(=O)C2CC=CCC2C1=O (configuration not stated)	2	2	-5	22	x	x	x	x	x
Nc1ccccc1/C=N\N=C/c1ccccc1N	38	-7	8	7	1	0.7	0	-5	-2
O=C(COc1ccc(Cl)cc1)NCc1cn2cc(Cl)ccc2n1	4	2	-1	-1	-2	0.8	0	0	-2
COc1cc(O)cc2occ(-c3ccc(O)cc3)c(=O)c12	0	6	-2	-5	2	0.8	0	-3	0
COc1ccccc1Nc1nc(N)nc(CN2CC(C)CC(C)C2)n1 (configuration not stated)	7	4	-1	1	2	0.8	-3	-3	-3

3 of the compounds above, with each value named.
O=S(=O)(c1cccc2nonc12)N1CCN(c2ccc(F)cc2)CC1
  AHR act: 3	proCasp3 act: 3	PAFAH2 inh: -1	procasp7 counter: 6	CTSL1 counter: 1	PP5 primary: 2.9	TPT1 inh: 2	PP1 counter: -5	core dimer inh: 4

COc1ccc(C(=NNc2ccccc2C(=O)O)c2ccc(OC)cc2)cc1
  AHR act: -1	proCasp3 act: -3	PAFAH2 inh: 19	procasp7 counter: -5	CTSL1 counter: 3	PP5 primary: 1.1	TPT1 inh: -4	PP1 counter: 7	core dimer inh: 16

COc1ccccc1C1C(C(=O)c2cc3ccccc3o2)=C(O)C(=O)N1CCN1CCOCC1 (configuration not stated)
  AHR act: 12	proCasp3 act: -10	PAFAH2 inh: -4	procasp7 counter: -20	CTSL1 counter: 0	PP5 primary: 1.7	TPT1 inh: 0	PP1 counter: 0	core dimer inh: 4

Some values from above.
O=S(=O)(c1cccc2nonc12)N1CCN(c2ccc(F)cc2)CC1 – PP5 primary = 2.9
Nc1ccccc1/C=N\N=C/c1ccccc1N – AHR act = 38

More results:
SMILES	AHR act	proCasp3 act	PAFAH2 inh	procasp7 counter	CTSL1 counter	PP5 primary	TPT1 inh	PP1 counter	core dimer inh
CS(=O)(=O)N(CC(=O)N/N=C/c1cc2c(cc1Br)OCO2)c1ccccc1Br	14	1	1	0	4	6.2	-1	2	18
FC(F)(F)c1cccc(NC(=S)NCCN2CCOCC2)c1	3	-4	-2	-1	2	-0.4	-3	-3	2
CCN1C(=O)/C(=C2\SC(=S)N(c3c(C)n(C)n(-c4ccccc4)c3=O)C2=O)c2ccccc21	1	-3	-4	-28	2	0.5	-3	-3	1
Cc1ccc(-n2nc3c(=O)n(CC(=O)c4ccc(F)cc4)nc(C)c3c2C)cc1	5	1	-2	2	-1	1.8	-4	1	9
CS(=O)(=O)c1ccc(Cl)c(NC(=O)COC(=O)c2cccc(S(=O)(=O)N3CCCCC3)c2)c1	0	3	18	3	-9	1.2	-1	-1	0
NC(=O)COC(=O)CCCSc1nc2ccccc2s1	-4	-2	1	5	-18	0.2	-4	0	-3
COCCn1c(SC(C)C(=O)Nc2ccc(Cl)cn2)nnc1-c1ccncc1 (configuration not stated)	5	2	0	-5	-1	-0.6	-1	-10	-2
O=C(C1=NN(c2ccccc2)C(=O)CC1)N1CCc2ccccc2C1	11	0	10	-9	-2	0.5	2	-1	9
COC(=O)CC1C(=O)NCCN1C(=O)c1ccc(S(=O)(=O)N2CCOCC2)cc1 (configuration not stated)	-1	-5	2	6	-2	-0.6	-2	0	-16
O=C(c1ccccc1)N1CCC(=O)N(C(CO)Cc2ccccc2)CC1 (configuration not stated)	-1	8	1	11	-2	-0.2	-7	0	1
COc1ccc(CCNC(=O)c2cc(-c3cccs3)on2)cc1OC	16	3	-1	2	-1	3.8	-6	1	-2
O/C(=C\c1ccc2ccccc2n1)c1ccncc1	21	-8	0	-8	4	-1.4	53*	-1	-4
O=c1[nH]cnc2c1C(c1ccccc1[N+](=O)[O-])c1c(nc[nH]c1=O)O2	4	-7	-2	7	9	1.6	0	-4	4
O=C(CN1CCN(c2ccccc2)CC1)Nc1scc2c1c(=O)oc1ccccc12	0	6	-5	5	-5	4.1	-2	-3	4
O=C(CSc1n[nH]c(-c2cccs2)n1)N1CCN(S(=O)(=O)c2ccccc2)CC1	20	0	6	1	-2	-1.9	5	0	7
